GAA850 FXN act: FXN promoter activators, primary screen, cell-based, luciferase luminescence, HEK293 lucGAA850. HEK293 lucGAA850 FXN promoter luciferase reporter, 24 h; percent of 10 µM SAHA response. activation, % at 6 µM. actives 0.56% (n = 360,000). AID 540364, 2011;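 active = activation above the average of all compounds screened plus 3 SD, cutoff fixed separately per campaign, cut at about 7.5% in these data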;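 note: 0% = DMSO wells and 100% = 10 µM SAHA wells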
GC-A act: GC-A stimulated cGMP production enhancers – HEK293 GC-A cells, cGMP TR-FRET, EC30 ANP, primary screen; Atrial natriuretic peptide receptor 1 (Homo sapiens), P16066; activation, % at 10 µM; actives 0.14% (n = 370,000); 0% at EC30 ANP, 100% saturating ANP; in the data active = activation above about 40%
Target sequence (P16066 whole entry, looked up): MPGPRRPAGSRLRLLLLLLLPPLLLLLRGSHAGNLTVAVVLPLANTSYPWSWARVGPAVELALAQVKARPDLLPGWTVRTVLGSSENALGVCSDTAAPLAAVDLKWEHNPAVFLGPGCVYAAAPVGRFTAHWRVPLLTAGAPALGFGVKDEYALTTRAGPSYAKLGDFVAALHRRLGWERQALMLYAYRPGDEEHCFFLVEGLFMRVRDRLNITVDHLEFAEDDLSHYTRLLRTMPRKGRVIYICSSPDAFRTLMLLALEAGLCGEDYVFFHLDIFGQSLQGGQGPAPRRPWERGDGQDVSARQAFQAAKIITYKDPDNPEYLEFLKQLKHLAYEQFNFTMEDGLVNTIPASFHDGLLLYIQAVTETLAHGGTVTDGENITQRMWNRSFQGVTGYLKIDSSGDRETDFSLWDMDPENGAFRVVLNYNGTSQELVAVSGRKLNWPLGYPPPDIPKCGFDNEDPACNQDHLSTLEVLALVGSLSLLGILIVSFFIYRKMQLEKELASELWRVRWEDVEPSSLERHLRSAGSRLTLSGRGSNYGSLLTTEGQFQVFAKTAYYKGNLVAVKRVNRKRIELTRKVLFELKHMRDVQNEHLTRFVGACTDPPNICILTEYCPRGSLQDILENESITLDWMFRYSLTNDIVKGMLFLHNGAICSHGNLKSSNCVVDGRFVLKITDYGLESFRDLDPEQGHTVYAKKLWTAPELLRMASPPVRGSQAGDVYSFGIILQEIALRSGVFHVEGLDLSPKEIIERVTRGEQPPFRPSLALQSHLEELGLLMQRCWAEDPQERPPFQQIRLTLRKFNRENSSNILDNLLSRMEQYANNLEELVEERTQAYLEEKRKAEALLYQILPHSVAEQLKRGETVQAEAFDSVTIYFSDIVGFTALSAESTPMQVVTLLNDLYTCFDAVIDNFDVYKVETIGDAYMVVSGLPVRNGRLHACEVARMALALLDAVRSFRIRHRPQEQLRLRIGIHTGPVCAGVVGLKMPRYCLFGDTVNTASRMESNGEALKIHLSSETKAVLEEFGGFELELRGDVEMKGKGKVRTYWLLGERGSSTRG
SMARCA2 activ: SMARCA2 (BRM) function activators, primary screen, cell-based, luminescence, high throughput; MG213 cells, MMTV-luciferase reporter, dexamethasone, overnight; activation, % at 9.1 µM; actives 1% (n = 370,000); AID 652017, 2013; in the data active = activation above about 7.8%;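 note: 0% = vehicle wells and 100% = reference activator wells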
hgDAF12 agonist: H. glycines DAF-12 receptor agonists, primary screen, cell-based, luminescence, HEK293, GAL4 fusion, UAS-luciferase; activation, % at 6.8 µM; actives 1.8% (n = 370,000); HEK293 GAL4-hgDAF12 UAS-luciferase reporter, agonist luminescence; normalized to butyrate control; Nuclear hormone receptor DAF-12 (Heterodera glycines), GAL4 fusion;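 active = activation above a cutoff set at the mean of all screened compounds plus 3 SD, cut at about 10% in these data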;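 note: 0% = DMSO wells and 100% = sodium butyrate wells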
DAX1 inh-1: DAX1 (NR0B1) inhibitors, primary screen, cell-based, HEK293, Gal4-DAX1, luciferase luminescence. Nuclear receptor subfamily 0 group B member 1 (Homo sapiens), P51843. HEK293 Gal4-DAX1 luciferase reporter. inhibition, % at 6.75 µM. actives 0.99% (n = 340,000). AID 504766, 2011;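 active = inhibition above the mean over all tested compounds plus 3 SD, cut at about 4.2% in these data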;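 note: 0% = DAX1-transfected cells with DMSO and 100% = empty-vector control cells with DMSO; inhibition shows as a rise in luminescence from relieved DAX1 repression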
ssDAF-12 act: S. stercoralis DAF-12 nuclear receptor activators, primary screen, cell-based, luminescence, HEK293, GRIP1 co-expression, lit1-tk-luc; activation, % at 6.8 µM; HEK293 ssDAF-12/GRIP1 lit1-tk-luc reporter; % of 3 µM dafachronic acid response; actives 1% (n = 370,000); Nuclear hormone receptor DAF-12 (Strongyloides stercoralis);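 active = activation above the mean over all tested compounds plus 3 SD, cut at about 0.9% in these data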;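 note: 0% = DMSO-only wells and 100% = 3 µM delta7-dafachronic acid wells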
sPLA2-III inh: human group III sPLA2 inhibitors, primary screen, biochemical, QFRET, BODIPY PC-A2 liposome substrate; Group 3 secretory phospholipase A2 (Homo sapiens), Q9NZ20; QFRET BODIPY PC-A2 liposome hydrolysis, fluorescence; inhibition, % at 12.2 µM; actives 0.56% (n = 370,000);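 active = inhibition above mean plus 3 SD of compounds lying within the high and low control bounds, cut at about 19% in these data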;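 note: 0% = median of test compound wells and 100% = no enzyme DMSO wells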
KLK7 zymogen act: proKLK7 zymogen activators, primary screen, biochemical, fluorescence intensity; Kallikrein-7 (Homo sapiens), P49862; purified proKLK7, EDANS-DABCYL substrate fluorescence; 100% is mature enzyme control, 0% vehicle; activation, % at 7 µM; actives 0.9% (n = 370,000); AID 652039, 2013;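 active = activation above the mean of all tested compounds plus 3 SD, computed per campaign excluding outliers beyond control limits, cut at about 13% in these data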
NPR2 activator: human GC-B receptor activators, primary screen, HEK293 GC-B cells, cGMP TR-FRET, EC30 CNP. 0% at EC30 CNP, 100% saturating CNP. activation, % at 10 µM. Atrial natriuretic peptide receptor 2 (Homo sapiens), P20594. actives 0.11% (n = 370,000);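 active = activation at 10 µM reaching about 35% in either raw or pattern-adjusted values, limit read from the data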
hcDAF12 agonist: H. contortus DAF-12 nuclear receptor activators, primary screen, cell-based, luminescence, HEK293, lit1-tk-luc reporter. HEK293 hcDAF-12 lit1-tk-luc reporter; 0% DMSO, 100% Δ7-dafachronic acid. activation, % at 6.8 µM. actives 1.4% (n = 370,000). AID 652067, 2013;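 active = activation above the mean of all tested compounds plus 3 SD, cut at about 5.5% in these data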;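 note: 100% = response to 3 µM Δ7-dafachronic acid high control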
DAX1 inh-2: DAX1 (NR0B1) inhibitors on StAR promoter, primary screen, cell-based, luminescence, SF-1 (NR5A1), full-length DAX-1. HEK293T StAR-luciferase reporter, SF-1/DAX-1 repression relief. inhibition, % at 6.8 µM. actives 1.1% (n = 370,000). AID 652010, 2013;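 active = inhibition above the mean over all tested compounds plus 3 SD, cut at about 3.6% in these data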;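 note: 0% = DAX-1 cells with DMSO and 100% = cells lacking DAX-1 with DMSO; higher inhibition means more luminescence from relief of DAX-1 repression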
The depositor's hits bear a star; nt = no result given. No enrichment for hits; about 6.7% have a hit in one of these screens.

SMILES | GAA850 FXN act | GC-A act | SMARCA2 activ | hgDAF12 agonist | DAX1 inh-1 | ssDAF-12 act | sPLA2-III inh | KLK7 zymogen act | NPR2 activator | hcDAF12 agonist | DAX1 inh-2
Cn1c(=O)[nH]c(N)c(Br)c1=O | 0.3 | 1 | 4 | -1.8 | -1.3 | -0.7 | -3 | -0.6 | 6 | 0.1 | -0.4
CCOC(=O)[C@]12CCCC=C1N(Cc1ccc(Cl)cc1Cl)C(=O)[C@H](CC(=O)N1CCOCC1)C2 | nt | -5 | -4 | -2.6 | nt | -1.3 | 5 | 0.9 | -1 | -2.6 | 0.3
COC(=O)c1ccc(COC(=O)c2[nH]c(C)c(C(C)=O)c2C)o1 | -1.1 | 1 | -2 | -6.0 | -1.9 | -1.6 | 9 | -0.1 | 6 | -4.4 | -2.8
O=C(O)COc1ccccc1O | 0.4 | -2 | -1 | 0.5 | -1.4 | -0.7 | 0 | 0.2 | 0 | -1.6 | -0.5
CCOc1ccc2oc(C(=O)OCC(=O)NC(=O)NC3CCCC3)c(C)c2c1 | 1.6 | -1 | -1 | -1.2 | 0.3 | -1.4 | -2 | -1.6 | -4 | -0.4 | 0.0
COc1ccc(S[C@]2(C(=O)N3CCOCC3)CC(=O)N(C(=O)C3CC3)[C@@H]2c2ccc(OC)cc2)cc1 | nt | -5 | -3 | 3.2 | nt | -1.8 | -5 | 0.1 | 2 | -0.2 | -2.0
CC(C)NC(=S)N(CCc1ccncc1)C(C)C | 0.9 | 2 | 0 | -1.6 | 3.1 | -0.2 | 4 | 0.3 | -1 | -1.2 | 1.1
CCCCC1C2=C(CC(C)(C)CC2=O)OC2=C1C(=O)CC(C)(C)C2 | 2.3 | -9 | -4 | -2.6 | 0.5 | -0.5 | 6 | -0.6 | 1 | -0.1 | -0.5
C=CCNc1nc(Cl)nc(Nc2ccc([N+](=O)[O-])cc2)n1 | 1.0 | 22 | 1 | 1.0 | -1.2 | 0.0 | 1 | 0.3 | 19 | 2.0 | 0.0
Cc1ccccc1OCC(O)CNC1CCC(NCC(O)COc2ccccc2C)CC1 (stereo not given) | -2.1 | -17 | -10 | -2.0 | 1.3 | -1.5 | -16 | -0.2 | -15 | -0.4 | 1.5
O=C(CN(c1ccccc1Cl)S(=O)(=O)c1ccccc1)NC1CC2CCC1C2 (stereo not given) | -1.9 | -5 | -5 | -1.8 | -0.8 | -1.1 | -8 | 0.5 | 4 | -1.4 | -0.1
COc1ccccc1N(CCC#N)C(=O)CSc1nc(-c2ccccc2)cn1N | 2.6 | -4 | 1 | -0.8 | -1.4 | -1.0 | -3 | -0.5 | -7 | -1.5 | 0.0
CCCOc1cc(CC(=O)NCc2ccco2)ccc1OC | 1.1 | -1 | -2 | -1.4 | 2.7 | -1.6 | 3 | -0.3 | 11 | -1.4 | -0.7
COc1cc2ccccc2cc1C(=O)NC(=S)Nc1ccc(C(=O)O)cc1 | 3.8 | 6 | 1 | 0.6 | 0.5 | -0.3 | 0 | 0.7 | 5 | 0.0 | 0.2
O=C(COC(=O)Cc1ccc(Br)cc1)NCc1ccccc1 | -2.1 | 1 | -3 | 3.4 | 1.7 | -0.5 | 0 | -0.6 | 5 | -0.7 | 1.0
CCOC(=O)c1c(NC(=O)c2c(Br)cnn2C)c(C#N)nn1-c1ccccc1 | -1.5 | 0 | 1 | -1.0 | -1.0 | -1.2 | 0 | -0.4 | 1 | -1.1 | -0.3
COc1ccc(NC(=O)Nc2cccc3c2O[C@@H](CN(C)S(=O)(=O)c2cn(C)cn2)[C@@H](C)CN([C@H](C)CO)C3=O)cc1 | 0.5 | -1 | 0 | 5.7 | -0.6 | -1.7 | -5 | 0.4 | 2 | 0.0 | 0.7
COC(=O)c1cccc(-n2c(C)cc(/C=C3\SC(=O)NC3=O)c2C)c1 | 2.8 | -3 | 1 | 1.0 | 1.2 | -1.3 | -16 | -0.1 | -6 | 1.0 | 0.9
CCOc1ccccc1NC(=O)Nc1ccsc1C(=O)OC | -0.7 | -3 | 4 | -0.2 | -0.3 | -0.5 | 0 | -0.4 | -4 | 0.8 | -1.1
CCCc1cc(=O)oc2cc(C)cc(OCC(=O)N3CCC(C(N)=O)CC3)c12 | -0.5 | -1 | 1 | -3.1 | 0.7 | -0.6 | -1 | 17* | -5 | 0.4 | -1.2
CCNC(=O)N(C)[C@H]1C[C@H]2c3[nH]c4c(-c5cccc(C)c5)cccc4c3CCN2C(=O)[C@H]1[C@H](C)O | nt | -5 | -2 | -0.6 | nt | -1.3 | -16 | -2.8 | -6 | -2.2 | -0.8
CN(CC(=O)NCc1ccc(F)cc1)S(=O)(=O)c1ccc2c(c1)c(=O)n(C)c(=O)n2C | -0.3 | -3 | 0 | 4.4 | -0.1 | -1.4 | 5 | 0.9 | -1 | -0.4 | -0.3
O=C(Nc1nncs1)c1cc(-c2ccncc2)nc2ccc(Cl)cc12 | -0.5 | -10 | 0 | 1.9 | 1.1 | -0.2 | -2 | -0.1 | -5 | 1.2 | -1.4
CN(CCC1CCOCC1)C(=O)CC1C(=O)NCCN1Cc1c(F)cccc1Cl (stereo not given) | -1.0 | 2 | -2 | 1.0 | 0.7 | -1.5 | 1 | 0.7 | 0 | -1.4 | 0.6
CC1CCN(C(=O)c2[nH]cnc2C(=O)N[C@H](C)c2ccccc2)CC1 | -0.4 | 2 | 1 | -0.3 | 2.0 | -1.5 | 2 | 0.6 | -2 | -0.1 | -0.3
CC(C)Nc1nc(NC(C)C)nc(Oc2ccc(=O)n(C)n2)n1 | 1.3 | 5 | 5 | -3.1 | 0.4 | -0.8 | -2 | 0.0 | -1 | -0.3 | 0.3
Cc1cccc(C)c1NC(=O)CNC(=O)C1CC(=O)N(Cc2ccccc2)C1 (stereo not given) | 1.3 | 4 | -1 | 2.0 | 0.8 | -0.3 | 3 | 0.0 | -2 | 0.3 | -1.7
CCOC(=O)c1nnc(-c2ccccc2)nc1Oc1ccccc1Cl | 2.5 | 0 | -2 | 1.5 | 0.0 | -0.1 | 1 | 0.4 | -2 | -1.5 | -0.5
CCN(Cc1ccccc1)C(=O)COC(=O)c1c(C)nsc1NC | -0.4 | -3 | -2 | -5.4 | -0.6 | -1.4 | -4 | 0.1 | 4 | -0.7 | -4.1
COc1cccc(OCCCCN2CCCCC2)c1 | 0.7 | 0 | 6 | 0.4 | 0.2 | -1.2 | -1 | 0.1 | -2 | -0.8 | -0.6
Cc1ccc2sc(NNC(=O)C3=COCCO3)nc2c1C | 0.9 | 5 | 4 | -1.9 | -1.0 | -0.4 | 1 | -1.6 | 0 | 1.9 | 0.2
CCOC(=O)N1CCN(Cc2nc3cc(NC(C)=O)ccc3n2C)CC1 | 2.5 | -2 | -1 | -0.1 | 0.2 | -1.2 | -1 | -0.4 | 1 | -1.5 | 0.1
CCn1c(SCCC#N)nnc1-c1ccncc1 | 0.3 | 0 | 0 | -0.2 | 1.0 | -1.1 | -3 | 0.2 | 1 | -1.8 | -0.1
Cc1nn(-c2ccc(Cl)cn2)c2c1C(=O)CC(C)(C)C2Br (stereo not given) | 2.9 | 3 | -2 | 2.1 | -1.6 | -1.2 | 9 | -0.7 | -2 | -1.4 | -0.2
CCOC(=O)c1cnc(Nc2nc3ccccc3o2)nc1C | -7.0 | 4 | 5 | 11* | -0.5 | 0.1 | 12 | -0.3 | -1 | 6.8* | 4.2*
CCOC(=O)CSc1nnc(NC(=O)CN2CCN(C=O)CC2)s1 | -0.1 | 1 | -2 | -2.1 | 0.5 | -0.7 | 11 | -0.1 | -2 | 1.8 | 0.0

Another view of part of the listing above.
Below each compound: GAA850 FXN act	GC-A act	SMARCA2 activ	hgDAF12 agonist	DAX1 inh-1	ssDAF-12 act	sPLA2-III inh	KLK7 zymogen act	NPR2 activator	hcDAF12 agonist	DAX1 inh-2
- CCOC(=O)N1CCN(Cc2nc3cc(NC(C)=O)ccc3n2C)CC1
  2.5	-2	-1	-0.1	0.2	-1.2	-1	-0.4	1	-1.5	0.1
- CCn1c(SCCC#N)nnc1-c1ccncc1
  0.3	0	0	-0.2	1.0	-1.1	-3	0.2	1	-1.8	-0.1

(more compounds)
SMILES | GAA850 FXN act | GC-A act | SMARCA2 activ | hgDAF12 agonist | DAX1 inh-1 | ssDAF-12 act | sPLA2-III inh | KLK7 zymogen act | NPR2 activator | hcDAF12 agonist | DAX1 inh-2
O=C(Nc1cccc(Cl)c1)Nc1nc(-c2ccccc2)cs1 | 0.8 | 1 | -3 | 4.3 | -0.8 | -1.0 | 2 | 0.1 | 1 | -1.4 | -0.1
CCOC(=O)C(=O)Nc1nc(-c2ccccc2)c(CC)s1 | 0.4 | -3 | -4 | -2.2 | 0.1 | -0.7 | -8 | -0.4 | -1 | -0.7 | 0.4
CCN(CC)C(=O)[C@H]1C[C@H](CC(=O)NCCCOC)C(=O)N2CCc3c([nH]c4cc(CCC(=O)N(C)C)ccc34)[C@]12C | -1.3 | 1 | -1 | -0.2 | 0.1 | -1.3 | 6 | -0.2 | 4 | -1.5 | 0.4
Cc1ccc(OCCCCn2c(CO)nc3ccccc32)cc1 | 1.4 | -1 | -4 | -3.3 | 1.3 | -2.3 | -6 | 0.4 | -8 | 0.6 | -0.8
Cc1ccc(C(=O)NCC2CCCN2S(=O)(=O)c2cccs2)cc1C (stereo not given) | 1.4 | -1 | -3 | 1.0 | -2.1 | -0.8 | 3 | -0.1 | -3 | 1.3 | -0.2
Cc1ccc(Cn2c(CN3CCOCC3)nc3c2c(=O)[nH]c(=O)n3C)cc1 | 1.0 | 0 | 1 | 1.6 | 0.1 | -1.7 | -3 | -0.2 | 6 | -0.9 | 0.1
Cc1ccccc1-n1nc(-c2cccnc2)cc1C(=O)N/N=C/c1ccncc1 | 1.3 | -2 | -3 | 1.7 | -1.4 | -1.2 | 5 | 0.8 | 0 | -1.0 | 1.1
O=C(NCCCNC(=O)c1c(F)cccc1F)c1c(F)cccc1F | -0.6 | 3 | -3 | -3.0 | 0.2 | -0.6 | 11 | -0.3 | 1 | 0.1 | 0.2
COc1cc(/C=N/NC(=O)C2=NNC(=O)C2C)ccc1O (stereo not given) | 2.9 | -3 | -1 | -0.1 | 2.7 | -1.5 | -5 | -0.4 | -3 | -1.6 | 0.5
CCOC(=O)C1(C)CCN1C(=O)c1ccc(C)cc1 (stereo not given) | 3.8 | 2 | -3 | 2.2 | nt | -0.7 | 11 | 0.5 | 0 | 1.1 | -0.9

Screening data (PubChem BioAssay)
